HCV inhibitor: HCV inhibition | Huh7.5.1 HCVcc-Cre infection, luciferase reporter, 44 h | AID 651820 | Potency, µM (doses to about 41.8 µM), for inactives: top-dose activity change, negative = inhibition, usual class: inhibitors | 340,000 tested, 3.4% active; also: potency is read from the fitted curve at half-maximal effect
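A cell-based infection assay in which seeded cells (1,000 per well) receive test compound after 4 h, are inoculated with HCVcc-Cre at approximately 0.5 moi, and are incubated 44 h before luminescence detection.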
AMA1 RON2 block: disrupts binding of P. falciparum AMA1 to RON2; Potency, µM (titrated, usually from 58.2 µM), without a hit: at the top dose activity change, negative = inhibition, hits mostly inhibitors; AID 720542; AlphaScreen AMA1-biotinylated RON2 peptide binding; 360,000 tested, 0.2% active;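 also: potency is read from the fitted curve at half-maximal effect; 0% = vehicle wells and -100% = peptide control; nearly all actives have a fitted effect of over 45% in size; some results filed as inactive show a strong effect at the top dose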
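AMA1 (3D7) with his tag at 25 nM final met compounds first, then biotinylated RON2 peptide at 25 nM; detection used donor plus acceptor beads, 10 µg/mL apiece, read by AlphaScreen after 30 min at room temperature.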
LmPK inh: blocks Leishmania mexicana pyruvate kinase activity. 290,000 tested, 0.37% active. AID 1721. Potency, µM (top dose mostly 57.5 µM), inactives show top-dose activity change, negative = inhibition, actives largely listed as inhibitors. purified LmPK, Kinase-Glo ATP luminescence, 1 h. Q27686; also: potency is read from the fitted curve at half-maximal effect
Target sequence (Q27686 whole entry, looked up): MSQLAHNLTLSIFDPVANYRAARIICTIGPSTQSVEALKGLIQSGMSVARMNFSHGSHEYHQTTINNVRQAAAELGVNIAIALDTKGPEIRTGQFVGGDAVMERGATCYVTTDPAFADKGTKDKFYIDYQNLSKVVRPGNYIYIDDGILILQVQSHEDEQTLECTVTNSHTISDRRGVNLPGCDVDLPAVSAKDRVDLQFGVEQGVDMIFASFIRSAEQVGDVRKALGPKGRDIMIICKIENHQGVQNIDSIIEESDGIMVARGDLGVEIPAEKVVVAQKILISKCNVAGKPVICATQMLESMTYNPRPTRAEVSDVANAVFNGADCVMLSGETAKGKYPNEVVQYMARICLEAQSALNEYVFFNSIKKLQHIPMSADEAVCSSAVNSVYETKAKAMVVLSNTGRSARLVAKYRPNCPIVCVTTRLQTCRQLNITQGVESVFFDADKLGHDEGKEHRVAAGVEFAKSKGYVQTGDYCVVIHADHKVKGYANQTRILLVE
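qHTS format; LmPK 0.1 nM; substrates PEP 0.5 mM and ADP 0.1 mM. One-hour room-temperature incubation, then coupled luciferase luminescence; 0.5 nM enzyme wells mark activation.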
AmpC inh no detg: AmpC beta-lactamase inhibition without detergent. AmpC nitrocefin hydrolysis, absorbance 480 nm, 0.0001% Triton. Potency, µM (doses to about 57.1 µM), inactives show at the top dose activity change, negative = inhibition, most hits filed as inhibitors. P00811. AID 485341. 330,000 tested, 0.52% active;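 also: potency is read from the fitted curve at half-maximal effect; plate controls were no compound for no effect and no enzyme for full effect; nearly all actives have a fitted effect of over 20% in size; some results filed as inactive show a strong effect at the top dose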
Target sequence (P00811 whole entry, looked up): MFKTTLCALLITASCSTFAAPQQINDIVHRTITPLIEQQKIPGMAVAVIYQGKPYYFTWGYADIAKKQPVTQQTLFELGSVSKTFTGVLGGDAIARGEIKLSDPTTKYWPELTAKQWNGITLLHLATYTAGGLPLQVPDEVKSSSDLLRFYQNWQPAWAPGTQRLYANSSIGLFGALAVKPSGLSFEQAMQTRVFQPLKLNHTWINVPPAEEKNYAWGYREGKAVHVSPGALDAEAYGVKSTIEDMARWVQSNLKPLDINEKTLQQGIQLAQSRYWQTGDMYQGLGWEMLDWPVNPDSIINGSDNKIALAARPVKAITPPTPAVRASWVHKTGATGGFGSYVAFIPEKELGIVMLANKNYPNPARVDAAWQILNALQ
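AmpC (5.3 nM in the dispensed reagent) in 20 mM phosphate pH 7.0 with 0.01% (detergent screen) or 0.0001% Triton X-100 was preincubated with compounds for 15 min at room temperature. Nitrocefin was then added from an 800 uM solution, and hydrolysis was followed at 480 nm.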
HCMV antiviral: blocks human cytomegalovirus replication; HFF cells, HCMV-luciferase reporter, 72 h; active compounds read low; activity change, negative = inhibition, % at 57.5 µM; 410,000 tested, 4.5% active; in the data active = activity change below about -60%; inconclusive = no clear call, values can overlap the other calls; inactive = above about -39%
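Two compound doses tested in HFFs infected with HCMV-luciferase, MOI 1 PFU/cell, 72 h at 37C. Lysate luminescence read with OneGlo; data normalized against buffer-only and 10uM Salinomycin inhibitor controls.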
AmpC inh detg: blocks E. coli AmpC beta-lactamase in detergent assay. 370,000 tested, 0.041% active. P00811. Potency, µM (highest dose often 114 µM), without a hit: at the highest dose activity change, negative = inhibition, most hits filed as inhibitors. AmpC hydrolysis of nitrocefin, absorbance 480 nm, 0.01% Triton;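 also: potency is read from the fitted curve at half-maximal effect; 0% = no-compound wells and -100% = no-enzyme wells; nearly all actives have a fitted effect of over 25% in size; some results filed as inactive show a strong effect at the top dose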
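AmpC (5.3 nM in the dispensed reagent) in 20 mM phosphate pH 7.0 with 0.01% (detergent screen) or 0.0001% Triton X-100 was preincubated with compounds for 15 min at room temperature. Nitrocefin was then added from an 800 uM solution, and hydrolysis was followed at 480 nm.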
TbPYK inhibitor: blocks Trypanosoma brucei pyruvate kinase. Potency, µM (highest dose often 76.8 µM), for inactives: at the top dose activity, negative = inhibition, most hits filed as inhibitors. TbPYK enzyme, Kinase-Glo Plus ATP luminescence, 45 min. 410,000 tested, 0.12% active; also: potency is read from the fitted curve at half-maximal effect; nearly all actives have a fitted effect of over 50% in size
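Enzyme and substrate buffer are dispensed first and compound is pin-transferred. ADP at 130 uM final then starts the reaction, which runs 45 min at room temperature. Detection reagent is added for 10 min before luminescence is imaged.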
An asterisk follows results filed as active; u = inconclusive; x = not tested or not shown; [ ] = remark or other dose. Unless noted, calls follow the shape of the dose curve; as a rule, active = well fitted curve in the direction sought with a large enough effect; inconclusive = small, poorly fitted or top-dose-only effect, or another doubt; inactive = no such curve, though single readings can be large; an effect the other way counts as inactive or inconclusive. Unless noted, % is scaled to controls: 0 for no effect and ±100 for the full control effect.

Start of the data: the first two records as a preview:
SMILES	HCV inhibitor	AMA1 RON2 block	LmPK inh	AmpC inh no detg	HCMV antiviral	AmpC inh detg	TbPYK inhibitor
CC1(C)CC(=O)C=C(c2ccc3[nH]ccc3c2)C1	-20%	-7%	x	x	30	x	0%
CCc1nnc(NC(=O)c2cc3c(s2)CCCCC3)s1	9%	62%[activator]	x	x	29	x	0%

The listing (from the top)
SMILES	HCV inhibitor	AMA1 RON2 block	LmPK inh	AmpC inh no detg	HCMV antiviral	AmpC inh detg	TbPYK inhibitor
CC1(C)CC(=O)C=C(c2ccc3[nH]ccc3c2)C1	-20%	-7%	x	x	30	x	0%
CCc1nnc(NC(=O)c2cc3c(s2)CCCCC3)s1	9%	62%[activator]	x	x	29	x	0%
O=C(CSc1cn(CCNC(=O)c2cccs2)c2ccccc12)NCc1ccccc1	11µM*	-3%	4%	2%	-33	-11%	-5%
CCOC(=O)c1cccc(C2=C(CNC(=O)c3ccncc3)[C@H]3CC[C@@H](C2)N3Cc2ccccc2)c1	x	-1%	x	x	-2	x	1%
CC(=O)N1CCN(C(=O)COC(=O)CNC(=O)c2ccc(C)cc2)CC1	0%	4%	x	-9%	3	u	-11%
CC(C)OC(=O)c1cc(=O)[nH]c2ccccc12	11%	-11%	1%	-7%	-11	-8%	-5%
O=C(c1ccco1)N1CCN(C2CN(C3CCCCC3)S(=O)(=O)C2)CC1 (stereo not drawn)	x	-3%	x	x	12	x	-4%
CCN(CC(=O)Nc1ccccc1OC)C(=O)CN1C(=O)NC(C)(c2ccc3ccccc3c2)C1=O (stereo not drawn)	-14%	74%[activator]	x	x	-14	x	-9%
CC(C)C(=O)Nc1ccc(N2CCOCC2)c(S(=O)(=O)Nc2ccccc2Cl)c1	-25%	-2%	x	-13%	-21	x	-9%
O=C(Nc1ccc(NC(=O)c2ccco2)c(Cl)c1)c1cccc([N+](=O)[O-])c1	u	3%	0%	-32%	30	-7%	-3%
Cc1ccc(-n2ncc3c(NCCCn4ccnc4)ncnc32)cc1	x	x	x	x	6	-4%	0%
Cc1ccc(NC(=O)CS(=O)c2ccccc2N)c(C)c1 (stereo not drawn)	6%	13%	-3%	-4%	-9	2%	-5%
Cc1c(NC(=O)CN2C(=O)c3ccc([N+](=O)[O-])cc3C2=O)c(=O)n(-c2ccccc2)n1C	16%	9%	-3%	-13%	-25	5%	-1%
CCN(CC)C(=O)c1sc2nc(-c3cccs3)cc(-c3cccs3)c2c1N	-26%	39%[activator]	7%	-38%	-64*	1%	-16%
COc1ccccc1CCC(=O)N1CCN(C(=O)c2ccccc2)CC1	0%	-10%	-4%	9%	-38	1%	-1%
CCCOc1ccc(Cc2c(Cl)nc(SC)nc2N(C)C)cc1	u	-15%	1%	-19%	-67*	-8%	-8%
O=C(c1ccc2c(=O)n3c(nc2c1)CCCCC3)N1CCN(Cc2ccccc2)CC1	-19%	3%	0%	122%[activator]	-7	2%	0%
COc1ccccc1CN1CC(C(=O)N(C)CCc2nc3ccc(F)cc3[nH]2)CCC1=O (stereo not drawn)	9%	-5%	3%	20%	-24	-7%	3%
OC(CON=C1c2ccccc2-c2ccccc21)CN1CCNCC1 (stereo not drawn)	2.5µM*	-10%	0%	48%	-29	3%	3%
O=C(O)CC1(CC(=O)Nc2ccc(Br)cc2)CCCCC1	7%	3%	2%	-17%	-20	4%	-1%
COc1cc(NC(=O)CC2C(=O)N(c3cccc(C)c3)C(=O)N2Cc2cccs2)cc(OC)c1 (stereo not drawn)	x	x	x	x	-31	1%	-2%
O=C(Oc1ccccc1)c1ccc2nsnc2c1	6%	-4%	-15%	-24%	103	-6%	3%
O=C(Nc1ccc(Cl)cc1Cl)NC1CCN(S(=O)(=O)c2ccc(F)cc2)CC1	8%	-1%	1%	-4%	-7	-1%	-6%
Cc1ccc(C(=O)NCCN2CCOCC2)cc1S(=O)(=O)N1CCCCC1	28%	11%	-5%	109%[activator]	15	-1%	2%
COC(=O)CNC(=O)CNC(=O)c1nn(-c2ccc(OC)c(Cl)c2)c(=O)c2ccccc12	3%	-8%	7%	10%	29	1%	2%
Cc1ccc(/C=C/C(=O)c2cc(Br)ccc2OC(=O)c2ccco2)cc1	u	-16%	4%	-10%	u	1%	3%
O=C(COC(=O)c1ccc2c(c1)OCO2)Nc1ccccc1Cl	4%	8%	x	-20%	-37	-13%	6%
O=C(Nc1ccc(C(=O)Oc2ccccc2)c(O)c1)c1ccco1	1%	-1%	-10%	-18%	-9	-12%	u
N#CC(c1ccc(O)cc1)N1CCOCC1 (stereo not drawn)	1%	-2%	-2%	-9%	101	2%	-8%
CCN(CC)CCN1C(=O)C(=O)/C(=C(/O)c2cccc(OC)c2)C1c1ccccn1 (stereo not drawn)	5%	25%	-5%	8%	23	1%	1%
CCOc1cc(C2C(C#N)=C(N)OC3=C2C(=O)CC(C)(C)C3)cc([N+](=O)[O-])c1O (stereo not drawn)	13%	-11%	-1%[11.5 µM]	-23%	-31	-5%	-1%
CCCn1c(N)c(C(c2ccc(OC)cc2)N2CCN(c3ccccc3)CC2)c(=O)[nH]c1=O (stereo not drawn)	7%	2%	-1%	16%	77	1%	-10%
CCOC(=O)C(Oc1ccc2c(-c3ccccc3)cc(=O)oc2c1C)c1ccccc1 (stereo not drawn)	u	10%	-3%	-26%	-8	-9%	8%
O=C(CC1C(=O)NCCN1C(=O)Nc1ccc(F)cc1)Nc1cc(Cl)ccc1Cl (stereo not drawn)	21%	-9%	-2%	88%[activator]	-20	1%	1%
CCN1C(=O)C(=Cc2ccc(N3CCOCC3)o2)C(=O)N(CC)C1=S	7%	-2%	-15%	-18%	24	-5%	-6%
CC(C)OC(=O)c1c(NC(=O)CCC(=O)O)sc2c1CCCCC2	0%	0%	0%	-13%	-26	-9%	30%
COc1ccc(C(=O)Nc2ccc(O)c3c(=O)cc(-c4cccc(Cl)c4)oc23)cc1	u	-5%	12%	-41%	u	-1%	0%
Cc1ccc(NC(=O)CS(=O)CC(=O)NCC2OCCc3ccccc32)c(C)c1 (stereo not drawn)	-1%	16%	2%	13%	19	-14%	1%
COC(=O)c1ccc(COC(=O)C2CCN(S(=O)(=O)c3ccc(C)c(C)c3)CC2)o1	3%	-26%	x	6%	x	6%	1%
NNc1ncnc2scc(-c3ccc(Cl)cc3)c12	u	45%[activator]	-4%	-2%	-99*	3%	5%

Quoted from the listing.
`O=C(CC1C(=O)NCCN1C(=O)Nc1ccc(F)cc1)Nc1cc(Cl)ccc1Cl` (stereo not drawn) in AmpC inh detg shows 1%
`OC(CON=C1c2ccccc2-c2ccccc21)CN1CCNCC1` (stereo not drawn) in AmpC inh detg shows 3%
`O=C(c1ccc2c(=O)n3c(nc2c1)CCCCC3)N1CCN(Cc2ccccc2)CC1` in AmpC inh no detg shows 122%[activator]
`CCc1nnc(NC(=O)c2cc3c(s2)CCCCC3)s1` in HCV inhibitor shows 9%
`CCCOc1ccc(Cc2c(Cl)nc(SC)nc2N(C)C)cc1` in AmpC inh no detg shows -19%

The listing continues.
SMILES	HCV inhibitor	AMA1 RON2 block	LmPK inh	AmpC inh no detg	HCMV antiviral	AmpC inh detg	TbPYK inhibitor
CCOc1ccc(CNC(=O)c2ccc3c(c2)c(C)c(C)n3Cc2ccc(Cl)cc2)cc1	x	x	x	x	0	3%	1%[15.4 µM]
C=CCn1c(SCC(=O)Nc2ccc(OC)cc2)nnc1-c1cnccn1	17%	-6%	0%	-3%	8	-3%	-3%
Cc1csc(NC(=O)C2CC(=O)N(c3ccc(C)c(C)c3)C2)n1 (stereo not drawn)	-19%	-3%	4%	-7%	-5	-11%	-6%
COc1ccc(C(=O)Cn2c(NCCCl)nc3ccccc32)cc1	-11%	-5%	-11%	-5%	-11	0%	1%
C=CCN1C=CC(=C/C=C(/C#N)C(=O)OCC)C=C1	u	8%	4%	-12%	32	-10%	-5%
COc1ccc(Cl)cc1C(=O)NNC(=O)c1csc(N2CCOCC2)n1	17%	111%[activator]	x	-13%	-27	-11%	-14%
CCC(=O)Nc1cc(OC)cc(OC)c1	-8%	-2%	0%	-17%	-17	-10%	-6%
COC(=O)c1ccc(C(=O)N2CCCC(Nc3ccc(F)c(F)c3)C2)cc1 (stereo not drawn)	x	5%	3%	22%	-9	-14%	-2%
CCC(C)c1ccc(NC(=S)NC2CCN(Cc3ccccc3)CC2)cc1 (stereo not drawn)	10µM*	-21%	4%	-30%	-98*	-6%	7%
O=C(NCCc1ccccc1)/C(=C\c1ccc([N+](=O)[O-])cc1)NC(=O)c1ccc(Br)cc1	4%	-12%	4%	u	-22	u	3%
CCOc1ccc(NC(=O)CN(C)C(=O)c2ccccc2OCCOc2ccccc2)cc1OCC	u	0%	x	132%[activator]	-39	-4%	-3%
CN1CCN(CC(O)(c2ccc(Cl)cc2)c2ccc(Cl)cc2)CC1	3.2µM*	-6%	-8%	102%[activator]	u	u	-3%
CC(=O)Nc1ncc(Cc2cc(Cl)ccc2Cl)s1	-11%	8%	4%	-31%	-25	5%	2%
NCCCn1c(C(=O)c2ccc(Cl)cc2)c2ccc(C(F)(F)F)cc2[n+]1[O-]	u	5%	x	56%	-13	-13%	1%
O=C(N/N=C\c1ccccn1)c1cccc(C(=O)N/N=C\c2ccccn2)n1	6%	96%[activator]	x	x	-14	x	2%
COc1ccc(OCCCNCCc2ccccc2)cc1	1%	4%	2%	-14%	-17	0%	-1%
O=C(Cn1c(C(F)(F)F)nc2ccccc21)Oc1cccc(C(F)(F)F)c1	-3%	-3%	0%	-17%	12	-10%	-6%
Cc1ccccc1NC(=O)CN1C(=O)COc2ccc(Cl)cc21	3%	5%	0%	-3%	-1	-17%	-1%
O=C(CCSCCc1ccccn1)Nc1ccc(Br)cc1F	4%	-2%	-1%	0%	-8	-5%	-1%
COCc1cc(Sc2cccc(Cl)c2Cl)nc(-c2ccccc2)n1	u	47%[activator]	1%	-11%	-33	-15%	-1%
COc1cccc(-c2cc(NC=O)c3ncc(-c4ccc(F)c(Cl)c4)n3c2)c1	x	41%[activator]	x	x	-9	x	-2%
COc1ccc(OC)c(/C=N/NC(=O)CN2CCSCC2)c1	-13%	1%[11.6 µM]	-1%	-7%	-12	-10%	-13%
O=C(CCNC(=O)N1CCn2c1nc1ccccc12)NCc1ccccc1	2%	-9%	5%	4%	-15	3%	-1%
CC(C)(C)C(=O)N1CCN(c2nc3ccc(Cl)cc3s2)CC1	-6%	-7%	-1%	23%	x	1%	-3%
O=C1C(N2CCOCC2)=Cc2cccc3cccc1c23	x	u	x	x	u	x	-6%

Source: PubChem BioAssay
